Bioassay records (PubChem BioAssay)
SRC2 inh: human SRC2 (NCOA2) inhibition | HEK293 GAL4-SRC2 luciferase reporter, luminescence | AID 651957 | actives 0.17% (n = 370,000) | inhibition, % at 9 µM | Q15596;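 active = inhibition above the mean inhibition of all tested compounds plus 3 SD, set per campaign, cut at about 52% in these data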;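 note: 0% = DMSO treated cells and 100% = cells given Gossypol at 36 µM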
TRAIL sens C8: caspase-8 TRAIL sensitization; inhibition (viability loss, TRAIL sensitization), % at 10 µM; actives 1% (n = 360,000); NB7+C8 cells + TRAIL, ATPlite viability luminescence;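 active = compounds causing at least 50% loss of cell viability in the single-dose screen, relative to plate controls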
NCOA1 inh: inhibits human SRC1 coactivator | Q15788 | HEK293 GAL4-SRC1 luciferase reporter, luminescence | inhibition, % at 3.6 µM | actives 0.12% (n = 360,000) | AID 588354;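 active = inhibition above the campaign mean plus 3 SD, with each screening campaign given its own cutoff, cut at about 60% in these data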;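 note: 0% = DMSO treated cells and 100% = gossypol at 36 µM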
NOD2-RIPK2 inh: NOD2-RIPK2 protein interaction inhibition; CHO BLA complementation NOD2-RIPK2, CCF4 ratio; actives 0.38% (n = 360,000); inhibition, % at 4.98 µM; in the data active = inhibition above about 21%;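 note: 0% = vehicle only and 100% = reference blocker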
TLR9-MyD88 inh: TLR9-MyD88 interaction inhibition. inhibition, % at 4.98 µM. Q9NR96+Q99836. actives 0.21% (n = 340,000). CHO BLA complementation TLR9-MyD88, CCF4 FRET ratio;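 active = inhibition above the mean over all tested compounds plus 3 SD, cut at about 21% in these data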;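 note: 0% = DMSO only wells and 100% = clavulanate BLA inhibitor control wells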
NCOA3 inh: human NCOA3 inhibition. Q9Y6Q9. HEK293 GAL4-SRC3 luciferase reporter, luminescence. inhibition, % at 3.6 µM. actives 0.17% (n = 360,000). AID 588352;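 active = inhibition above a per-campaign cutoff, the mean of all compounds plus 3 SD, cut at about 60% in these data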;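 note: 0% = DMSO-treated cells and 100% = gossypol-treated cells at 36 µM; higher means less SRC3-driven luciferase light from the GAL4 reporter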
LMP1 NFkB inh: inhibitors of Epstein-Barr LMP1-induced NF-kappaB reporter. inhibition, % at 12.5 µM. actives 0.69% (n = 350,000). LMP1-induced NF-kappaB luciferase reporter cells, luminescence; in the data active = inhibition above about 41%;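 note: 0% = neutral control wells and 100% = reference inhibitor control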
LRH-1 inv ag: suppresses constitutive activity of human LRH-1. O00482. HEK293T StAR-luciferase reporter, LRH-1 transfected, 24 h. inhibition, % at 3.6 µM. actives 0.13% (n = 360,000). AID 602396;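 active = inhibition above the mean inhibition of all tested compounds plus 3 SD, cut at about 73% in these data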;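 note: 0% = DMSO wells and 100% = reporter-only cells lacking LRH-1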
Target sequence (O00482 whole entry, looked up): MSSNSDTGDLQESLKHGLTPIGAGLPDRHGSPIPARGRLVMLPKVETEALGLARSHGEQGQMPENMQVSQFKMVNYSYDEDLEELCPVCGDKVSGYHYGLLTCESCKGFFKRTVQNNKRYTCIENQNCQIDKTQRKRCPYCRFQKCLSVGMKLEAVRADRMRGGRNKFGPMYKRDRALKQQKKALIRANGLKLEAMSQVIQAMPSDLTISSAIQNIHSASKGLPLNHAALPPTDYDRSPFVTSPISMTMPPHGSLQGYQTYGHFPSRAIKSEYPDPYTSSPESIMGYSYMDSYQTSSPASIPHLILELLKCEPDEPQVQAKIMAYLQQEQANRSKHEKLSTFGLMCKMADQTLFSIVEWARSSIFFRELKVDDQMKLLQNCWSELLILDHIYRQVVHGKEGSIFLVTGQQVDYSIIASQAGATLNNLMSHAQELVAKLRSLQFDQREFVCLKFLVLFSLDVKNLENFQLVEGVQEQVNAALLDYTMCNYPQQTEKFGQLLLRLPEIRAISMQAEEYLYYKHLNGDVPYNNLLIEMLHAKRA
NR2F2 inh: inhibitors of human COUP-TFII (NR2F2); HEK293T NGFI-A luciferase reporter, luminescence; inhibition, % at 8.6 µM; actives 0.7% (n = 370,000);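 active = inhibition above a per-plate cutoff, mean inhibition of test wells between control levels plus 3 SD, cut at about 38% in these data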;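 note: cells cotransfected with COUP-TFII expression vector driving the NGFI-A reporter; 0% = median of COUP-TF2 test wells and 100% = reporter-only cells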
Target sequence (P24468 whole entry, looked up): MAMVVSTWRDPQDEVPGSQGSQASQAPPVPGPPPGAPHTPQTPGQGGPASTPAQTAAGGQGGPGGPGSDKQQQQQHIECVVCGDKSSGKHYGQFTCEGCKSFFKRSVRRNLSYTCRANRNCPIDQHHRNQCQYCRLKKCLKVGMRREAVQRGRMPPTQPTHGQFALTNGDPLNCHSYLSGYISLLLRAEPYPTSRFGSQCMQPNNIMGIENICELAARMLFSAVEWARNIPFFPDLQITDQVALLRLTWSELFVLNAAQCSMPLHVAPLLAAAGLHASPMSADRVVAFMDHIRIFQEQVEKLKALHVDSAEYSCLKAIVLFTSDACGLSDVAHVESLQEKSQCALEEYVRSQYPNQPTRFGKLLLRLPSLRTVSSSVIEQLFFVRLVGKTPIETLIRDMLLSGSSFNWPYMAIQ
Vif inh: HIV Vif inhibition; HEK293T cells, Vif self-association by quenched fluorescence, imaging, 24 h; inhibition, % at 7.49 µM; actives 0.35% (n = 340,000); in the data active = inhibition above about 50%, passing the limit was not always enough; note: some results filed as inactive read as strong as hits
TROY NFkB inh: TROY signaling inhibition; actives 0.98% (n = 360,000); inhibition, % at 10 µM; AID 1347056; Q293 LMP1-TROYcd NF-kB luciferase reporter, 4 h;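 active = compounds whose plate-normalised and pattern-corrected inhibition of the luciferase reporter signal at the single screening dose is 50% or more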
Active calls of the source: *; · = not tested or not shown. These rows are one share of the data. The share of hits here may be higher or lower than overall.

The first two entries as a preview:
entry | SMILES | TROY NFkB inh | TRAIL sens C8 | LMP1 NFkB inh | NCOA1 inh | NR2F2 inh | LRH-1 inv ag | TLR9-MyD88 inh | NCOA3 inh | NOD2-RIPK2 inh | Vif inh | SRC2 inh
1 | CCN(CC)C(=O)Cn1c(=O)n(-c2ccc(CC(=O)NCc3ccccc3)cc2)c(=O)c2sccc21 | 8.7 | 14.2 | 4.6 | 2.1 | -8.1 | -6.5 | -13.3 | 6.4 | -5.5 | -2.9 | -31.9
2 | CN1C(=O)NC(c2ccccc2)C2=C1CN(Cc1ccco1)C2=O (centres undefined) | 10.8 | -7.6 | 4.3 | 2.2 | 2.1 | 10.1 | -3.1 | 3.8 | 1.7 | 1.2 | -50.6

This part in full, repeating the preview:
entry | SMILES | TROY NFkB inh | TRAIL sens C8 | LMP1 NFkB inh | NCOA1 inh | NR2F2 inh | LRH-1 inv ag | TLR9-MyD88 inh | NCOA3 inh | NOD2-RIPK2 inh | Vif inh | SRC2 inh
1 | CCN(CC)C(=O)Cn1c(=O)n(-c2ccc(CC(=O)NCc3ccccc3)cc2)c(=O)c2sccc21 | 8.7 | 14.2 | 4.6 | 2.1 | -8.1 | -6.5 | -13.3 | 6.4 | -5.5 | -2.9 | -31.9
2 | CN1C(=O)NC(c2ccccc2)C2=C1CN(Cc1ccco1)C2=O (centres undefined) | 10.8 | -7.6 | 4.3 | 2.2 | 2.1 | 10.1 | -3.1 | 3.8 | 1.7 | 1.2 | -50.6
3 | N#Cc1cccnc1N1CCN(C(=O)c2ccccc2)CC1 | -10.7 | -12.3 | -4.8 | -5.1 | 13.8 | -5.9 | 1.7 | 1.8 | -6.5 | · | -27.4
4 | COCCN(CCOC)Cc1cc(=O)oc2cc(C)cc(C)c12 | 11.5 | -5.0 | · | 6.0 | -0.9 | 5.9 | · | 6.4 | -1.3 | · | -2.9
5 | CC(Sc1nc2ccccc2c(=O)n1CC1CCCO1)C(=O)Nc1ccc(S(N)(=O)=O)cc1 (centres undefined) | -21.3 | 5.4 | 6.1 | -3.8 | 4.4 | 6.6 | -1.1 | 11.8 | -2.4 | -9.7 | 13.6
6 | C=CCNc1nc(N(c2ccccc2)c2ccccc2)nc(-n2ccnc2)n1 | -27.6 | 12.3 | -13.2 | -0.8 | -11.4 | 2.3 | -5.2 | 16.0 | -1.6 | 14.6 | -21.0
7 | CCOC(=O)c1cnc2c(C(=O)OC)cccc2c1NCCN1CCOCC1 | -15.1 | -2.9 | 6.1 | -15.0 | 6.2 | 11.7 | -0.7 | 8.8 | -3.5 | -10.9 | 7.4
8 | CC(=O)N1CCCN(Cc2cn(-c3ccc(C)cc3)nc2-c2cccc(C)c2)CC1 | -24.5 | 27.7 | 12.4 | -10.1 | -4.2 | -18.4 | 3.2 | 4.7 | 11.4 | -3.3 | -10.5
9 | COc1cccc(CNC(=O)CCNC(=O)C2CCN(S(=O)(=O)c3ccc(F)cc3)CC2)c1 | -1.4 | -1.0 | 1.2 | -0.8 | 12.4 | -6.4 | -1.2 | 3.0 | 2.3 | -2.3 | -9.2
10 | CCC(=O)N(C1=C(NC(C)C)C(=O)c2ccccc2C1=O)C(C)C | 9.0 | 12.9 | -1.6 | 7.8 | 3.4 | 12.3 | -1.0 | 4.1 | -7.9 | -1.0 | -7.3
11 | Cc1ccc(NC(=O)COC(=O)CCc2c(C)nc3nc(N)nn3c2C)cc1C | 13.2 | -9.3 | -4.2 | 7.5 | -8.9 | -0.9 | 4.4 | -17.8 | 2.0 | -6.3 | -2.6
12 | Cc1c2cnn(CC(=O)NCCCN3CCCCC3)c(=O)c2c(C)n1Cc1ccccc1 | -7.9 | -17.8 | -11.6 | -5.3 | -14.7 | -25.8 | 2.8 | 5.2 | -11.9 | 7.5 | -26.7
13 | COc1cccc(CCc2nc3ccccc3c(=O)n2N)c1 | -18.3 | 5.6 | -8.2 | -42.4 | -24.6 | -58.5 | -4.7 | -5.8 | 1.0 | -20.6 | -97.3
14 | Cc1cc(N=Nc2ccc(Cl)cc2)cc(CN2CCCC2)c1O | 15.0 | 12.2 | -16.8 | 7.3 | 24.0 | -18.5 | -6.1 | 17.9 | 3.4 | -2.4 | -14.4
15 | COc1cc(CN2c3ccccc3C(=O)CS2(=O)=O)cc(OC)c1 | 12.3 | -15.3 | 3.4 | -18.5 | -10.3 | -17.9 | -5.0 | -14.8 | 0.3 | -1.5 | 13.9
16 | CCOC(=O)N1CCC(N2CCN(c3cc(C)ccc3C)CC2)CC1 | 11.2 | 7.6 | 4.6 | 10.0 | 11.0 | 5.2 | -8.3 | 19.6 | 1.5 | -1.2 | 6.0

Four of the compounds above, field by field.
10	CCC(=O)N(C1=C(NC(C)C)C(=O)c2ccccc2C1=O)C(C)C
  TROY NFkB inh: 9.0; TRAIL sens C8: 12.9; LMP1 NFkB inh: -1.6; NCOA1 inh: 7.8; NR2F2 inh: 3.4; LRH-1 inv ag: 12.3; TLR9-MyD88 inh: -1.0; NCOA3 inh: 4.1; NOD2-RIPK2 inh: -7.9; Vif inh: -1.0; SRC2 inh: -7.3
11	Cc1ccc(NC(=O)COC(=O)CCc2c(C)nc3nc(N)nn3c2C)cc1C
  TROY NFkB inh: 13.2; TRAIL sens C8: -9.3; LMP1 NFkB inh: -4.2; NCOA1 inh: 7.5; NR2F2 inh: -8.9; LRH-1 inv ag: -0.9; TLR9-MyD88 inh: 4.4; NCOA3 inh: -17.8; NOD2-RIPK2 inh: 2.0; Vif inh: -6.3; SRC2 inh: -2.6
12	Cc1c2cnn(CC(=O)NCCCN3CCCCC3)c(=O)c2c(C)n1Cc1ccccc1
  TROY NFkB inh: -7.9; TRAIL sens C8: -17.8; LMP1 NFkB inh: -11.6; NCOA1 inh: -5.3; NR2F2 inh: -14.7; LRH-1 inv ag: -25.8; TLR9-MyD88 inh: 2.8; NCOA3 inh: 5.2; NOD2-RIPK2 inh: -11.9; Vif inh: 7.5; SRC2 inh: -26.7
13	COc1cccc(CCc2nc3ccccc3c(=O)n2N)c1
  TROY NFkB inh: -18.3; TRAIL sens C8: 5.6; LMP1 NFkB inh: -8.2; NCOA1 inh: -42.4; NR2F2 inh: -24.6; LRH-1 inv ag: -58.5; TLR9-MyD88 inh: -4.7; NCOA3 inh: -5.8; NOD2-RIPK2 inh: 1.0; Vif inh: -20.6; SRC2 inh: -97.3

Other compounds:
entry | SMILES | TROY NFkB inh | TRAIL sens C8 | LMP1 NFkB inh | NCOA1 inh | NR2F2 inh | LRH-1 inv ag | TLR9-MyD88 inh | NCOA3 inh | NOD2-RIPK2 inh | Vif inh | SRC2 inh
17 | Cc1nc(CC(=O)Nc2nc(C(C)(C)C)cs2)cs1 | -27.5 | 3.1 | -7.1 | -46.6 | -8.3 | 6.1 | -3.2 | -13.0 | -15.3 | -6.0 | 5.0
18 | O=C(CSc1nc2ccccc2c(=O)n1-c1ccc(Cl)c(Cl)c1)Nc1ccc2c(c1)CCC2 | -22.2 | 28.2 | · | 3.6 | -6.2 | 42.3 | · | 0.2 | -1.9 | · | -1.5
19 | O=[N+]([O-])c1cnc(Sc2ccncn2)c([N+](=O)[O-])c1 | 3.3 | -15.5 | 26.2 | -2.9 | -4.8 | 0.6 | 5.1 | -21.6 | -3.3 | -2.9 | -31.0
20 | O=C(CCOc1ccccc1)Nc1ccnn1C1CCN(Cc2ccc(CO)o2)CC1 | -5.9 | -11.2 | -8.8 | -10.0 | 18.6 | -10.0 | -1.4 | -4.7 | -11.7 | · | -2.8
21 | N#Cc1c(N2CCCCC2)nc(N2CCCCC2)c2c1CCN(Cc1ccccc1)C2 | 8.2 | 8.0 | -13.2 | 1.8 | -3.3 | 1.4 | 1.0 | -7.7 | -1.0 | · | -3.8
22 | COc1ccc(S(=O)(=O)Nc2ccc(N(C)C(C)=O)cc2)cc1 | 0.3 | -1.7 | 11.2 | 8.0 | -3.1 | 15.7 | -2.4 | -4.0 | -9.5 | -8.2 | 2.8
23 | Cc1onc(-c2c(Cl)cccc2Cl)c1C(=O)Nc1nc(C(C)(C)C)cs1 | 0.5 | 15.6 | 11.0 | 2.6 | 11.2 | -13.8 | 1.9 | -21.6 | 3.5 | -0.1 | -23.1
24 | Cc1ccc(CNC(=O)COc2ccccc2-c2ccccc2)cc1 | 16.2 | 8.2 | -0.5 | -7.5 | -17.9 | -17.1 | -5.7 | -2.3 | -3.9 | 0.0 | -39.2
25 | CSc1ccc(CCNC(=O)C2CCCN(c3ncnc4c3nc3n4CCCCC3)C2)cc1 (centres undefined) | -15.7 | 22.0 | 4.1 | 6.8 | 3.8 | 9.1 | -5.4 | -23.1 | -7.7 | -0.5 | -2.5
26 | Cc1nc(=O)c(-c2ccccc2)c(C)n1CC1CCCO1 (centres undefined) | -16.6 | -7.1 | 1.0 | -12.6 | -7.1 | 6.5 | -4.4 | 10.2 | -9.2 | 9.6 | 6.9
27 | O=C(CN1CCC(c2nc3ccccc3s2)CC1)NCc1ccccc1 | 18.9 | -2.7 | 2.8 | 6.7 | 12.8 | -1.6 | -10.2 | -6.0 | -9.0 | · | 7.8
28 | COc1ccccc1Oc1ccc(NC(=O)c2ccccc2)cc1 | -36.8 | -4.7 | -1.4 | -12.4 | -10.9 | -24.5 | 0.7 | -23.8 | -5.3 | 2.8 | -11.2
29 | COCCN(C(=O)CCC(=O)Nc1cc(C)on1)C(C(=O)NC1CCCC1)c1ccccc1F (centres undefined) | -11.2 | -14.6 | -3.0 | 18.1 | -0.2 | 14.9 | 3.3 | 9.6 | -10.7 | -3.0 | -18.5
30 | NS(=O)(=O)c1ccc(-c2ccc(/C=N/NC(=O)c3ccc([N+](=O)[O-])cc3)o2)cc1 | 9.2 | -7.9 | -6.4 | -8.0 | 10.9 | 24.6 | 3.9 | 11.5 | 3.3 | -1.9 | -8.5
31 | CCCCn1c(N)c(N(CC(C)C)C(=O)c2cc(=O)[nH]c3ccccc23)c(=O)[nH]c1=O | -9.2 | -13.1 | 1.8 | 6.6 | -0.9 | 11.4 | 4.2 | 14.4 | -4.5 | -0.1 | -9.1
32 | CCOc1cc(C(=O)NC2=NCCS2)cc(OCC)c1OCC | -21.9 | 1.1 | -1.5 | 0.0 | 2.4 | -6.3 | -7.0 | 1.9 | -2.6 | -8.8 | 9.9
33 | CC(C)(C)C(=O)CN1C(=O)C2(OCCO2)c2ccccc21 | 1.2 | -0.3 | -0.7 | -7.3 | 3.6 | 19.9 | 5.8 | 24.9 | -3.4 | 1.0 | -4.5
34 | COc1ccccc1/C=C/C=N/n1c(C)nnc1C | -1.4 | -3.0 | 3.5 | -3.2 | 7.1 | 1.1 | 1.4 | 1.4 | -3.0 | -1.0 | -11.4
